# Myeloid diff 2 = compounds promoting myeloid differentiation; ER-HoxA9 myeloid progenitors, lysozyme-GFP differentiation, flow cytometry; calls only at 10 µM; actives 1% (n = 360,000); AID 624256;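 active = normalized GFP-positive differentiation at or above the plate's own cutoff, the solvent-only control mean plus 3 SD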;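 note: cells exposed to compound for four days before flow analysis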
# P. falciparum M1AAP = malaria alanyl aminopeptidase activity blockers – biochemical, fluorogenic H-Leu-NHMec substrate, 1536-well (AID 1445); recombinant M1AAP, H-Leu-NHMec fluorogenic kinetic assay; higher % means a stronger effect; inhibition, % at 30 µM, or IC50 in µM where a hit was titrated; actives 0.42% (n = 220,000);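 active = primary inhibition above the hit cutoff, then over 50% inhibition at one or more dose response concentrations, cut at about 23% in these data, passing the limit was not always enough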;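 note: plate controls were DMSO full reaction for no effect and no enzyme background for full effect; strong numbers were not always called active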
# CSM14.1 death rescue = rescue of cells from ER stress-induced death, primary screen, 384-well, CSM14.1, thapsigargin, ATP luminescence (AID 1222) | CSM14.1 thapsigargin-induced death rescue, ATP luminescence; higher % means a stronger effect | 190,000 tested, under 10 active | cellular ATP content (survival), % at 20 µM, or EC50 in µM where a hit was titrated;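 active = EC50 below 50 µM in the dose-response confirmation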;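 note: death triggered by thapsigargin at about 15 µM added after 2 h compound pretreatment; cell ATP read after overnight thapsigargin exposure of roughly 18 to 22 hours; normalized against plate controls of thapsigargin alone and 5% DMSO vehicle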
# TNAP activation fold = stimulation of alkaline phosphatase TNAP activity – biochemical, luminescent, no phosphate acceptor, uHTS, primary screen (AID 1001). one-dose activation fold at 20 µM; EC50 in µM for titrated hits. purified TNAP, luminescent activation assay, no phosphate acceptor; higher activation fold means a stronger effect. actives 0.03% (n = 200,000); in the data active = activation fold from about 3, or a potency from the dose series; inactive = the rest, 99 in 100 with activation fold below about 1.6; note: many of its hits are not listed in these tables
# human PMI inhibitors = human PMI inhibitors, high substrate, primary screen, biochemical, fluorescence intensity, high mannose 6-phosphate (AID 1220); actives 0.66% (n = 190,000); inhibition, % at 20 µM; hits with a dose series show IC50 in µM; recombinant PMI enzyme, coupled fluorescence intensity; higher % means a stronger effect
# LYP inhibition = inhibitors of LYP phosphatase, biochemical, fluorescence intensity, uHTS (AID 1779); inhibition, % at 11.5 µM; hits with a dose series show IC50 in µM; actives 0.054% (n = 290,000); recombinant LYP phosphatase, fluorescence intensity; higher % means a stronger effect;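 note: plate controls were vehicle with enzyme for no effect and no enzyme for full effect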
# P. falciparum M17LAP = P. falciparum M17LAP inhibitors, primary screen, biochemical, fluorogenic H-Leu-NHMec substrate, 1536-well (AID 1619); inhibition, % at 30 µM; hits with a dose series show IC50 in µM; recombinant M17LAP, H-Leu-NHMec fluorogenic kinetic assay; higher % means a stronger effect; actives 0.38% (n = 220,000);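 active = compound inhibiting the enzyme by more than half at any dose during confirmatory dose-response retesting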;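 note: plate controls were full reaction with DMSO carrier for no effect and no enzyme background for full effect; strong numbers were not always called active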
# PMI inhibitors = MPI enzyme activity inhibition – biochemical, fluorescence intensity, coupled assay, primary screen (AID 1209); purified PMI enzyme, coupled fluorescence intensity; higher % means a stronger effect; inhibition, % at 20 µM, or IC50 in µM where a hit was titrated; actives 0.42% (n = 190,000);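 note: plate controls were DMSO vehicle for no effect and wells lacking substrate for full effect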
# XIAP displacement = small molecules displacing peptide from XIAP – biochemical, IAP family, fluorescence polarization (AID 1018). XIAP BIR domain, fluorescence polarization peptide displacement; higher % means a stronger effect. displacement, % at 20 µM; hits with a dose series show IC50 in µM. actives 0.007% (n = 200,000); in the data active = displacement above about 50%; note: a part of the inactive calls stands beside numbers as strong as those of hits
# Myeloid diff 2 GFP+ MAC1+ % = also measured in Myeloid diff 2; calls as there; GFP+ MAC1+ double positive, %; measured here: differentiation confirmed by MAC1 staining
# * hit, by the source's call; i = inactive; . = not tested or not shown. Cut-off read from the data, not from the text of the source, unless noted: active = inhibition above about 50%; inactive = the rest.
1: Cc1ccc(-c2nnn(CC(=O)N(CC(=O)NCC3CCCO3)c3ccc(F)c(Cl)c3)n2)o1 (stereo not drawn)
2: COc1ccc(CN2CCNC(=O)C2CC(=O)N(C)Cc2ccncn2)c(OC)c1 (stereo not drawn)
3: COc1ccc(CCN2C(=NC(=O)C(C)C)SC3CS(=O)(=O)CC32)cc1 (stereo not drawn)
4: CCc1cccc(CC)c1NC(=O)CN1CCN(c2ccccc2)CC1
5: CC(C)[N+](C)(C)CC(O)CN(c1ccccc1)c1ccccc1 (stereo not drawn)
6: CC(/C=C/C=C/c1ccccc1)=N/NC(=O)c1ccc2c(c1)OCCO2
7: CCCCNC(=O)CN1C(=O)C(CC)Oc2ccc(Cl)cc21 (stereo not drawn)
8: CC1(C(=O)OCC(=O)Nc2ccc(C(N)=O)cc2)CC1(Cl)Cl (stereo not drawn)
assay / compound,1,2,3,4,5,6,7,8
Myeloid diff 2,i,i,i,i,i,i,i,i
Myeloid diff 2 GFP+ MAC1+ %,0.7,0.3,0.4,1.8,0.3,0.3,1.4,0.1
P. falciparum M1AAP,1.9%,-4.9%,-0.6%,3.7%,14.8%,3.9%,2.4%,9.2%
CSM14.1 death rescue,-0.1%,1.4%,.,-0.2%,0.9%,.,-0.9%,-1.2%
TNAP activation fold,1,1,.,1,1.1,.,1.1,1
human PMI inhibitors,6.8%,15.0%,.,-1.0%,.,.,9.5%,5.6%
LYP inhibition,-6.4%,-6.7%,-5.0%,-4.3%,-6.2%,-0.6%,0.0%,-4.2%
P. falciparum M17LAP,7.1%,-1.6%,7.9%,7.0%,2.2%,3.2%,-4.8%,1.0%
PMI inhibitors,-0.4%,3.8%,.,5.6%,.,.,10.7%,6.5%
XIAP displacement,-4.5%,-0.7%,.,-10.2%,-2.0%,.,-2.6%,-7.1%

9: CC(C)OC(=O)c1cccc(C(=O)OCc2ccco2)n1
10: Cc1cc(C(F)F)n2ncc(C(=O)NCc3ccccc3F)c2n1
11: O=C(O)c1ccc2c(c1)CCCN2
12: Cc1ccc(/C=N/NC(=O)c2ccc(Br)o2)s1
13: CC(C)CC(OC(=O)c1cccs1)C(=O)NCc1cccs1 (stereo not drawn)
14: CN(C)CCCN(C(=O)c1ccc2c(c1)CCCC2)c1nc2ccc(F)cc2s1
15: CN(C)c1ccc(/C=C2/SC(=O)N(CCN=C3NS(=O)(=O)c4ccccc43)C2=O)cc1
16: CN(C)c1nc2n(c(=O)n1)CCS2
assay / compound,9,10,11,12,13,14,15,16
Myeloid diff 2,i,i,i,i,i,i,i,i
Myeloid diff 2 GFP+ MAC1+ %,1.3,0.6,0.2,0.6,0.4,0.8,0.9,1.1
P. falciparum M1AAP,1.4%,0.3%,-0.5%,12.8%,4.4%,1.8%,14.4%,-1.6%
CSM14.1 death rescue,-1.5%,-0.5%,.,-0.8%,1.8%,-2.2%,-2.7%,-0.8%
TNAP activation fold,1.2,1.1,.,1.1,1.1,1,1,1.1
human PMI inhibitors,-1.8%,-4.8%,.,1.9%,-0.5%,-3.5%,10.5%,-1.9%
LYP inhibition,-5.1%,-1.5%,-1.1%,3.4%,-6.0%,-3.4%,0.0%,-8.1%
P. falciparum M17LAP,10.6%,-7.8%,3.0%,37.8%,5.7%,3.0%,0.2%,10.1%
PMI inhibitors,1.9%,-2.7%,.,-5.9%,5.6%,-2.7%,16.0%,-2.2%
XIAP displacement,-2.1%,-0.6%,.,-6.5%,-3.5%,26.7%,-70.2%,-5.9%

17: COc1ccc(OCC(O)Cn2c(N)nc3c2c(=O)[nH]c(=O)n3C)cc1 (stereo not drawn)
18: CCOC(=O)c1c2ccc(OCC(=O)NN)cc2n2ccccc12
19: CC1=CN2C(=N)/C(=C/c3cn(CCCOc4ccccc4C)c4ccccc34)C(=O)N=C2S1
20: COC(=O)C1=C(C)N(CCc2ccc(OC)c(OC)c2)C(=O)/C1=C\N(C)C
21: CN(C)S(=O)(=O)c1ccc(C(=O)Nc2ccnn2C2CCCCC2)cc1
22: C=CCn1c(SCc2ccc(C(=O)NCCO)cc2)nc2sc(C)c(C)c2c1=O
23: O=C(CN1C(=O)C2C3C=CC(C4CC34)C2C1=O)Oc1ccccc1 (stereo not drawn)
24: COc1ccc(C)cc1S(=O)(=O)N(C)CC(=O)NC1CC1
assay / compound,17,18,19,20,21,22,23,24
Myeloid diff 2,i,i,i,i,i,i,i,i
Myeloid diff 2 GFP+ MAC1+ %,0.8,0.1,0.4,0.6,0.6,0.3,0.1,6.1
P. falciparum M1AAP,-0.8%,6.4%,0.6%,3.0%,-2.3%,8.2%,-7.2%,-5.5%
CSM14.1 death rescue,.,.,-4.2%,3.7%,0.0%,-1.6%,-0.5%,0.4%
TNAP activation fold,.,1.4,1,1,1.1,1,1.1,0.9
human PMI inhibitors,.,.,13.7%,-13.2%,9.6%,-1.7%,7.8%,-12.1%
LYP inhibition,-14.1%,-5.6%,-0.6%,-5.4%,-10.2%,-2.3%,-3.8%,-1.3%
P. falciparum M17LAP,6.0%,-0.6%,-1.9%,12.0%,3.8%,-5.3%,-2.0%,-7.0%
PMI inhibitors,.,81.3%*,19.8%,-10.2%,4.6%,4.4%,5.5%,-11.1%
XIAP displacement,.,-2.7%,-8.0%,-7.6%,-3.3%,-4.0%,-6.7%,-4.0%

25: CN(NC(=O)Nc1ccccc1)c1cnn(C)c(=O)c1Cl
26: COc1cccc(N2CCN(C(=O)/C=C/c3ccco3)CC2)c1
27: N#C/C(C(=O)NCCc1ccccc1)=C1/N=C(NC(=O)c2cccs2)c2ccccc21
28: Cc1cc(C)n(-c2nncn2/N=C/c2ccccc2F)n1
29: CCCCS(=O)(=O)CC(COc1ccccc1)OC(=O)c1ccccc1 (stereo not drawn)
30: COc1cc(CNC(C)(C)CO)ccc1OCC(=O)Nc1ccc(Br)cc1
31: O=C(c1ccc(NC2=NC3CS(=O)(=O)CC3S2)cc1)N1CCN(C(=O)c2ccco2)CC1 (stereo not drawn)
32: CCOc1ccc(-n2c(=O)c3sccc3n(CC(=O)NCCc3ccc(OC)c(OC)c3)c2=O)cc1
assay / compound,25,26,27,28,29,30,31,32
Myeloid diff 2,i,i,i,i,i,i,i,i
Myeloid diff 2 GFP+ MAC1+ %,0.7,0.1,1.1,0.4,0.4,1.9,0.9,0.5
P. falciparum M1AAP,6.8%,1.2%,-1.6%,2.1%,12.0%,1.1%,-3.2%,4.5%
CSM14.1 death rescue,.,-0.9%,0.7%,-2.0%,-1.3%,-1.1%,-2.7%,-1.6%
TNAP activation fold,.,1.1,0.9,1,1,1.1,1.1,1.1
human PMI inhibitors,.,10.8%,-1.7%,5.0%,5.2%,-4.4%,-2.8%,-7.9%
LYP inhibition,2.9%,4.1%,-5.7%,-5.2%,-1.9%,-4.6%,-6.1%,-0.3%
P. falciparum M17LAP,4.8%,0.3%,-2.4%,1.6%,-0.5%,-4.4%,3.3%,-4.6%
PMI inhibitors,.,-3.3%,1.8%,-5.3%,10.1%,-1.9%,-1.5%,-15.8%
XIAP displacement,.,-3.1%,-5.5%,-4.7%,-2.8%,-2.5%,-2.6%,-20.6%

33: CCN(CC)C(=O)C1CC(=O)OC1(C)C (stereo not drawn)
34: COc1ccc(Nc2ncnc3sc(-c4ccccc4)cc23)cc1
35: Cc1cc(NC(=O)CSc2nc(C(C)C)nc3sc(C)c(C)c23)no1
36: Cc1ccc(N2C(=O)CC(N3CCN(C4CCc5ccccc5C4)CC3)C2=O)cc1 (stereo not drawn)
37: CCOC(=O)CSc1ccc(S(=O)(=O)N2CCCC2)cc1[N+](=O)[O-]
38: Cc1c(N2C(=O)c3ccc(Br)cc3C2=O)c(=O)n(-c2ccccc2)n1C
39: CCOc1cc(N2CCOCC2)c(OCC)cc1NC(=O)CN1CCC(Cc2ccccc2)CC1
40: Cc1cc(C(=O)Nc2cnc3ccccc3c2)ccc1[N+](=O)[O-]
assay / compound,33,34,35,36,37,38,39,40
Myeloid diff 2,i,i,i,i,i,i,i,i
Myeloid diff 2 GFP+ MAC1+ %,6.4,1.3,4.8,0.7,1.3,0.0,0.4,0.2
P. falciparum M1AAP,4.1%,11.5%,-0.4%,1.1%,-0.7%,4.6%,4.8%,-3.1%
CSM14.1 death rescue,-2.5%,-1.2%,1.4%,-0.6%,-13.5%,-1.1%,2.0%,-0.9%
TNAP activation fold,1,1.1,1.1,1,1.1,0.9,1.1,1.1
human PMI inhibitors,13.3%,11.1%,-1.9%,-2.2%,-10.4%,-0.2%,25.4%,0.0%
LYP inhibition,-2.6%,-2.0%,-3.1%,-6.4%,-5.4%,-14.7%,-2.9%,-3.3%
P. falciparum M17LAP,15.5%,-2.1%,-12.8%,0.6%,-5.1%,0.0%,-2.7%,10.7%
PMI inhibitors,14.2%,16.2%,4.2%,-6.6%,-14.5%,-10.8%,29.8%,-7.8%
XIAP displacement,-2.0%,2.5%,-5.7%,-2.2%,-12.1%,-4.2%,-1.8%,-7.8%

41: CCCCNC(=O)c1onc(CSc2cccc3ccccc23)c1C(=O)O
42: CCN1CCCc2cc(CN(CCN3CCOCC3)C(=S)Nc3ccc(OC)c(OC)c3)ccc21
43: CCOc1ccc(NC(=S)NNC(=O)c2ccc(Br)cc2)cc1
44: FC(F)(F)c1nnc2ccc(-n3ccnc3)nn12
45: COc1ccc(-c2nc(S(=O)(=O)c3ccccc3)c(N3CCOCC3)o2)cc1
46: CC1CC1C(=O)Nc1cc(S(=O)(=O)N2CCOCC2)ccc1N1CCCC1 (stereo not drawn)
47: CCOc1ccc2cc(C#N)c(SCC(=O)OC)nc2c1
assay / compound,41,42,43,44,45,46,47
Myeloid diff 2,i,i,.,i,i,i,i
Myeloid diff 2 GFP+ MAC1+ %,0.7,0.5,.,0.9,0.2,0.6,1.1
P. falciparum M1AAP,4.4%,16.5%,-12.3%,1.5%,1.5%,1.4%,0.6%
CSM14.1 death rescue,-3.6%,1.7%,-1.6%,0.9%,0.0%,-0.8%,-3.1%
TNAP activation fold,1.1,1.1,2.4,1.2,1.1,1.1,1.1
human PMI inhibitors,1.0%,22.3%,-20.1%,-1.4%,3.3%,0.5%,8.2%
LYP inhibition,-3.0%,-11.0%,1.6%,-12.6%,-7.4%,-4.1%,-4.1%
P. falciparum M17LAP,44.6%,-6.2%,-2.4%,-7.8%,1.8%,10.1%,3.4%
PMI inhibitors,-3.1%,1.1%,-15.5%,-5.7%,-4.3%,-3.9%,4.9%
XIAP displacement,-8.3%,-1.3%,-3.4%,-1.2%,-0.9%,-2.8%,3.7%

# Two compounds from above, showing only PMI inhibitors, P. falciparum M1AAP and Myeloid diff 2:
no.	Compound	PMI inhibitors	P. falciparum M1AAP	Myeloid diff 2
45	COc1ccc(-c2nc(S(=O)(=O)c3ccccc3)c(N3CCOCC3)o2)cc1	-4.3%	1.5%	i
43	CCOc1ccc(NC(=S)NNC(=O)c2ccc(Br)cc2)cc1	-15.5%	-12.3%	.
